TAG inh: triacylglycerol accumulation inhibition; H9c2 cells, Nile Red lipid (TAG) fluorescence; cells loaded with 200 µM oleic acid; inhibition, % at 12.5 µM; hit rate 0.66% among 230,000; AID 651582;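 active = pattern-corrected inhibition of lipid staining of at least 50% with the nuclear-stain viability signal not falling by more than 50%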;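 note: 0% = DMSO wells and 100% = triacsin C control wells; some results filed as inactive read as strong as hits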
TAG inh DAPI viability: recorded beside TAG inh, whose call it bears; DAPI nuclei signal change (viability), lower = more cytotoxic, %;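 whole-well DAPI fluorescence read on a plate reader as a viability signal; minus 50 percent equals half of cells still viable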
Active calls of the source: *. The list is partial, so the mix of outcomes need not match the whole.

Sample of the layout, 2 compounds:
entry	molecule	TAG inh DAPI viability	TAG inh
1	Cc1sc2ncn(CC(=O)NC3CCCCC3)c(=O)c2c1C	-2	-8
2	O=C1OCC2=C1C(c1ccc3c(c1)OCO3)Sc1ccccc1N2 (stereo unspecified)	9	-10

The listing, repeating the preview:
entry	molecule	TAG inh DAPI viability	TAG inh
1	Cc1sc2ncn(CC(=O)NC3CCCCC3)c(=O)c2c1C	-2	-8
2	O=C1OCC2=C1C(c1ccc3c(c1)OCO3)Sc1ccccc1N2 (stereo unspecified)	9	-10
3	O=C(NC1CC1)c1cc(-c2ccccn2)nc2ccccc12	-8	9
4	CCOC(=O)c1ccc(Nc2cnc3ccccc3n2)cc1	1	-3
5	Cc1ccc(-n2ncc3c(SCC(N)=O)ncnc32)cc1C	-7	7
6	CN(C(=O)CSc1nc2ccccc2o1)C1CCS(=O)(=O)C1 (stereo unspecified)	-2	14
7	O=C(Nc1cccc(C(=O)N2CCCCC2)c1)c1ccc(Cl)cc1	0	4
8	CC(C)CC(c1nnnn1Cc1cccs1)N1CCN(c2nc3ccccc3s2)CC1 (stereo unspecified)	-9	16
9	O=C1CC(N2CCN(S(=O)(=O)c3cccc(C(F)(F)F)c3)CC2)C(=O)N1Cc1ccccc1 (stereo unspecified)	-6	-5
10	Cc1cc(C)c(C#N)c(SCC(=O)N(C)C2CCCCC2)n1	3	-9
11	O=C1CN(S(=O)(=O)c2ccccc2)c2ccccc2N1	0	2
12	COCCCN1C(=O)CS/C1=N\S(=O)(=O)c1ccccc1	-9	8
13	S=C(c1ccc(-c2ccc(Cl)cc2Cl)o1)N1CCCCC1	4	-11
14	CC(C)Cn1cnc2c1c(=O)n(CC(=O)N(C)C)c(=O)n2Cc1ccccc1	-1	-8
15	CC(=O)NC(c1cc(Cl)c2cccnc2c1O)C(C)C (stereo unspecified)	3.7*	65*
16	CC(C)N1CCCC(C)(C(=O)Nc2nccc3ccccc23)C1 (stereo unspecified)	-10	16
17	CC1=C(C(=O)Nc2ccccc2)C(c2ccc(C)o2)n2c(s/c(=C\c3ccco3)c2=O)=N1 (stereo unspecified)	4	14
18	CC(=O)N/C(=C\c1ccccc1)C(=O)OCC(=O)NC(=O)c1ccccc1	1	-12
19	O=C(Cc1ccccn1)c1ccc(F)cc1	1	12
20	O=C(O)C1=C[C@@H](c2coc3ccccc3c2=O)C[C@@H](OCc2ccc(CO)cc2)O1	2	-3
21	COC(=O)c1ccc(-n2nnnc2SCC(=O)Nc2ccccc2C(=O)OC)cc1	-2	12
22	C=CC[n+]1ccn(-c2nc3ccccc3nc2[N-]S(=O)(=O)c2cccs2)c1	26	-17
23	CCOC(=O)C1=C(C)N=c2s/c(=C/c3ccc(OCC(=O)O)cc3)c(=O)n2C1c1ccc(SC)cc1 (stereo unspecified)	1	-3
24	CC(C)(C)c1ccc(CC(=O)N2CCC2(C)C(=O)NS(=O)(=O)c2cccc(Cl)c2)cc1 (stereo unspecified)	5	9
25	CCOc1cc(/C=N/Nc2nc(-c3cccs3)c(NC(C)=O)s2)ccc1O	7	-3
26	CCO[C@H]1OC(C(=O)NCc2nc3ccccc3[nH]2)=C[C@@H](c2ccc(C(F)(F)F)cc2)[C@@H]1CCCO	-22	32
27	COc1cc(C2SC(C)C(=O)N2CCc2ccccc2)cc(OC)c1OC (stereo unspecified)	1	3
28	Cc1cccnc1NC(=O)C1CC(=O)N(c2ccc3c(c2)OCCO3)C1 (stereo unspecified)	2	9
29	O=C(NNC1=Nc2ccccc2SC1)c1cccc([N+](=O)[O-])c1	-8	-5
30	C[C@H](NS(=O)(=O)c1ccccc1F)C(=O)OCC(=O)Nc1ccc2c(c1)OCCO2	-1	2
31	O=C(Nc1ccccc1N1CCCC1)C1CCN(S(=O)(=O)c2ccccc2C(F)(F)F)CC1	-9	16
32	CC1Oc2ccccc2N(CC(=O)c2ccc(F)cc2)C1=O (stereo unspecified)	-14	2
33	COc1ccc(C)cc1NC(=O)CN1CCN(S(=O)(=O)c2ccc(Br)cc2)CC1	2	3
34	O=C(CN1C(=O)S/C(=C\c2ccc(-c3cc(C(=O)O)ccc3Cl)o2)C1=O)Nc1ccc2c(c1)OCO2	3	11
35	Cc1ccccc1CCNC(=O)c1ccc(Cl)c(S(=O)(=O)N2CC(C)OC(C)C2)c1 (stereo unspecified)	1	-1
36	Cc1ccccc1/C=C\c1nc2ccccc2c(=O)[nH]1	-11	15
37	CC(C)C(c1nnnn1CCc1ccccc1)N1CCSCC1 (stereo unspecified)	0	-5
38	O=C(Nc1ccc(Cl)cc1C(=O)Nc1ccccn1)c1ccco1	-4	19
39	O=C(NC(=S)Nc1ccccc1Cl)C1CC1	2	0
40	CCOC(=O)C1(CCCc2ccccc2)CCN(C(=O)c2ccoc2)CC1	-2	-4
41	COc1ccc(-c2[nH]ncc2-c2nc(C)cs2)c(O)c1	5	-9
42	COc1ccc(F)cc1CN1CCN(CC(=O)Nc2ccccc2C(=O)NC2CC2)CC1	7	12
43	COc1ccc(-c2csc(NC(=O)CSC(C)C(=O)Nc3cc(C)on3)n2)cc1OC (stereo unspecified)	-8	15
44	O=C(CSc1ccc(-c2ccccn2)nn1)NC1CCCC1	2	-13
45	CCN(CC)c1nc(Oc2ccc(=O)[nH]n2)nc(N2CCOCC2)n1	5	-2
46	COc1ccc(C(=O)NCc2ccccc2C)cc1S(=O)(=O)NC1CCCC1	1	-6
47	N#CCC(=O)Nc1ccc(C(=O)OCC(=O)NNC(=O)c2cccs2)cc1	8	2
48	N/C(=N\OC(=O)Cc1ccc([N+](=O)[O-])cc1)c1ccccn1	6	-17
49	CCCCc1cc(=O)oc2cc(C)cc(OCc3nn[nH]n3)c12	0	0
50	N=C1/C(=C/c2coc3ccccc3c2=O)C(=O)N=C2SC(c3ccco3)=NN12	-2	5
51	COc1cccc(CNn2cnnc2)c1OCc1ccc(F)cc1	-8	-12
52	O=C1CC(c2c(F)cccc2Cl)C2=C(COC2=O)N1 (stereo unspecified)	2	4
53	Cc1ccc(C)c(CC(=O)N2CCCC(c3cc(C(=O)NCc4ccccc4)no3)C2)c1 (stereo unspecified)	5	-11
54	COc1ccccc1N1CCN(C(=O)C2CC=CCC2C(=O)O)CC1 (stereo unspecified)	6	13
55	CC1CC(C#N)N(N(C)C)C1=C(C#N)C#N (stereo unspecified)	-1	4
56	CSc1ncc(Cl)c(C(=O)Nc2nnc(SC)s2)n1	10	-12
57	Cc1ccc([C@H]2C[C@H](O)[C@@H](n3cc(COC(=O)c4ccccc4)nn3)CN2Cc2cccs2)cc1	6	-13
58	O=C(CN(C(=O)c1ccccc1Cl)N1C(=O)C2C3C=CC(C3)C2C1=O)c1cccs1 (stereo unspecified)	-3	-7
59	Nc1nc(-c2ccc([N+](=O)[O-])cc2)c(C(=O)Nc2ccc(Cl)cc2)s1	5	1
60	O=C(O)CCCC(=O)Nc1ccc(C(=O)NCc2cccnc2)cc1	3	-26

4 of the compounds above, screen by screen.
(39) O=C(NC(=S)Nc1ccccc1Cl)C1CC1
(42) COc1ccc(F)cc1CN1CCN(CC(=O)Nc2ccccc2C(=O)NC2CC2)CC1
(58) O=C(CN(C(=O)c1ccccc1Cl)N1C(=O)C2C3C=CC(C3)C2C1=O)c1cccs1 (stereo unspecified)
(41) COc1ccc(-c2[nH]ncc2-c2nc(C)cs2)c(O)c1

Assay by compound	39	42	58	41
TAG inh DAPI viability	2	7	-3	5
TAG inh	0	12	-7	-9

The results go on:
entry	molecule	TAG inh DAPI viability	TAG inh
61	COc1cc(C)ccc1OC(C)C(=O)Nc1ccc(N2CCCCC2)cc1 (stereo unspecified)	2	-45
62	Cc1ccc(C(=O)NC(=O)CSc2ncccc2C(=O)O)cc1	7	-6
63	CCCNC(C)(C)COC(=O)c1ccccc1	-3	8
64	Cc1cc(NC(=O)CS(=O)(=O)c2cn(Cc3cccc(Cl)c3)c3ccccc23)no1	5	0
65	CCc1csc(CNC(=O)C2CCC(=O)N(Cc3cccc(OC)c3)C2)n1 (stereo unspecified)	4	3
66	Cc1ccc(C)c(S(=O)(=O)N2CCN(CC(=O)NC(C)c3ccccc3)CC2)c1 (stereo unspecified)	1	-18
67	Cc1cccc(NC(=O)CSCC(=O)N(C)CC(=O)Nc2cccc(F)c2)c1	1	-21
68	CN(c1cccc(NC(=O)CN(c2cccc(Cl)c2)S(=O)(=O)c2ccc(Cl)cc2)c1)S(C)(=O)=O	0	-23
69	NNc1nccc(Nc2ccccc2C(=O)O)n1	3	10
70	Cn1c(C(=O)O)c(C=O)c2ccccc21	-4	1
71	CCN1CCN(Cc2ccc(NC(=O)c3cc(NC(=O)c4cncc(-c5cccs5)c4)cc(OC)c3)cc2C(F)(F)F)CC1	20*	57*
72	c1cc(CNCCNCc2ccncc2)ccn1	-1	-1
73	Cc1noc(C)c1CSc1nc2cc(S(=O)(=O)N3CCOCC3)ccc2o1	1	-13
74	CCOC(=O)N1CCN(C(=O)c2ccc3c(c2)N(Cc2ccccc2)CCS3)CC1	13	-34
75	Cc1nc(Sc2ccc(Br)cc2)c(C#N)c(C)c1[N+](=O)[O-]	-6	21
76	CC(c1ccccc1)n1cc(C(=O)NCCCn2ccnc2)nn1 (stereo unspecified)	6	-2
77	O=C(N/N=C/c1ccc([N+](=O)[O-])cc1)c1cc(C2CC2)nc2ccccc12	-6	-8
78	Cc1nn(-c2ccccc2)c2c1C(c1ccc(Br)s1)C(C#N)=C(N)O2 (stereo unspecified)	11	4
79	O=C1c2ccccc2C(=O)N1CCC#Cc1ccc2cc(CCCO)oc(=O)c2c1	3	-30
80	CN(C)CC(=O)N1c2ccccc2Sc2ccc(Cl)cc21	-3	8
81	CC(C)C(C(=O)NCc1ccco1)N(C(=O)CNS(=O)(=O)c1ccc(Cl)cc1)C1CCCC1 (stereo unspecified)	-3	-5
82	COc1ccccc1N1CCN(S(=O)(=O)CCNC(=O)Cc2ccc(F)cc2)CC1	-2	-2
83	Cc1ccccc1NC(=O)CN(C)S(=O)(=O)c1cccc2cccnc12	1	-1
84	Cc1cc(-c2nnc3n2N=C(c2ccccc2)CS3)n[nH]1	8	-4
85	CC(C)Sc1nc2ccccc2[nH]1	5	-16
86	COC(=O)c1sccc1-n1cccc1C(=O)C(=O)N1CCCC1	-3	-5
87	O=C(/C=C/Nc1cccc(F)c1)c1ccco1	-3	3
88	Cn1c(SCC(=O)Nc2ccc(C(=O)O)cc2)nc2scc(-c3ccccc3Cl)c2c1=O	-1	5
89	CCc1ccccc1NC(=O)c1cc(=O)c2ccccc2o1	1	6
90	COc1cc([N+](=O)[O-])ccc1N1C(=O)C2C3C=CC(C4CC34)C2C1=O (stereo unspecified)	26	3
91	CC1CC1C(=O)N1CCN(S(=O)(=O)c2cc(C(F)(F)F)cc(C(F)(F)F)c2)CC1 (stereo unspecified)	-2	-13
92	Cn1c(=O)c2c(nc(NCCCO)n2C/C=C/c2ccccc2)n(C)c1=O	-1	-8
93	CCOC(=O)/C=C1\SCC(=O)N1CC(=O)Nc1cc(S(=O)(=O)N(C)C)ccc1C	-3	-10
94	NC(=O)c1cccc(Nc2nc(C(N)C3CCCCC3)cs2)n1 (stereo unspecified)	9	35
95	CCN(CC)C(=O)C(=O)c1cccn1-c1c(Cl)cccc1C#N	4	-10
96	Clc1ccccc1-c1ccc2nccn2c1	2	-2
97	COC(=O)c1cc(C(=O)N2CCN(C(=O)c3ccco3)CC2)cc([N+](=O)[O-])c1	2	-1
98	O=C1NC2(CCCCC2)N(C(=O)c2ccccc2)C2=C1CCCC2	1	3
99	CC(=O)C(Cc1ccccc1)NC(=O)COc1ccc2c(c1)OCO2 (stereo unspecified)	-10	-3
100	C=C1CN(Cc2ccccc2)S(=O)(=O)c2ccccc21	-8	7
101	CC(C)c1ccc(C(=O)N2CCCC(c3cc(C(=O)Nc4ccccc4Cl)no3)C2)cc1 (stereo unspecified)	-28	34
102	O=C(Nc1ccc2oc(-c3ccccc3)nc2c1)c1cccs1	4	19
103	NC(=O)N/N=C/c1cn(-c2ccccc2)nc1-c1cccs1	2	7
104	CCS(=O)(=O)Nc1ccc2[nH]c(=O)[nH]c2c1	8	-10
105	Cc1ccc(NC(=O)CSc2nc(=O)n(CCCN3CCOCC3)c3c2CCCC3)c(C)c1	-1	12
106	CCOc1cc(/C=N/NC(=O)CN2CCOCC2)ccc1OCc1ccc(Cl)cc1	-3	-8
107	CC1CCN(S(=O)(=O)c2cccc(C(=O)Nc3nncs3)c2)CC1	6	-2
108	CCOC(=O)N1CCN(S(=O)(=O)Cc2ccccc2)CC1	-1	-21
109	O=Cc1c(F)cccc1N1CCCC1	1	-3
110	O=[N+]([O-])c1ccc(CSc2nnc(Cc3ccccc3)o2)cc1	11	-14
111	O=C(C[n+]1ccn(-c2ccccc2)c1)c1ccc([N+](=O)[O-])cc1	-10	13
112	O=C(c1ccccc1)c1coc2ccc(O)c(CN3CCOCC3)c12	-13	5

Look-ups from the entries so far.
For TAG inh DAPI viability, NC(=O)N/N=C/c1cn(-c2ccccc2)nc1-c1cccs1 has 2
For TAG inh, C=C1CN(Cc2ccccc2)S(=O)(=O)c2ccccc21 has 7
For TAG inh DAPI viability, CC1CCN(S(=O)(=O)c2cccc(C(=O)Nc3nncs3)c2)CC1 has 6

Four compounds drawn at random from the list so far:
entry	molecule	TAG inh DAPI viability	TAG inh
40	CCOC(=O)C1(CCCc2ccccc2)CCN(C(=O)c2ccoc2)CC1	-2	-4
55	CC1CC(C#N)N(N(C)C)C1=C(C#N)C#N (stereo unspecified)	-1	4
66	Cc1ccc(C)c(S(=O)(=O)N2CCN(CC(=O)NC(C)c3ccccc3)CC2)c1 (stereo unspecified)	1	-18
69	NNc1nccc(Nc2ccccc2C(=O)O)n1	3	10
